# B2AR arrestin: beta2AR (human) beta-arrestin recruitment activity | P07550 | beta-arrestin recruitment to beta2AR, cell-based reporter | Potency, µM (doses to about 46.1 µM), without a hit: top-dose activation, usual class: activators | 0.02% of 330,000 active;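 also: potency is read from the fitted curve at half-maximal effect; 0% = DMSO controls and full agonism = EC100 isoproterenol or metaproterenol; nearly all actives have a fitted effect of over 65% in size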
# Target sequence (P07550 whole entry, looked up): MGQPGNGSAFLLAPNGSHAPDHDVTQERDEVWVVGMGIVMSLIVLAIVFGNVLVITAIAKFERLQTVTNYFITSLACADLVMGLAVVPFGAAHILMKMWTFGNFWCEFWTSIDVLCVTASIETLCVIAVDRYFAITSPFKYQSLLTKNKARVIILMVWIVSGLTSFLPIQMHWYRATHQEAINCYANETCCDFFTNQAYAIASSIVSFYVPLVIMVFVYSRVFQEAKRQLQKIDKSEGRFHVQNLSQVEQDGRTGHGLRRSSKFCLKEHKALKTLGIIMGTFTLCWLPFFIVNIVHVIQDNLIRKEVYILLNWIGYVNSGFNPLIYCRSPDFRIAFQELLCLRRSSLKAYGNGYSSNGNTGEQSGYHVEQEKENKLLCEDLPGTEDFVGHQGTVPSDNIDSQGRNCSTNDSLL
# ELG1 genotox: inducers of genotoxicity in HEK293T ELG1-luciferase cells; AID 504466; HEK293T ELG1-luciferase reporter, luminescence, 16 h; 1.3% of 330,000 active; Potency, µM (series often up to 46 µM), without a hit: top-dose activity change, positive = activation, most hits filed as activators; also: potency is read from the fitted curve at half-maximal effect; % of control where 0% means no effect; nearly all actives have a fitted effect of over 60% in size
#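 Luminescence read-out: rising ELG1-luciferase signal, reflecting elevated ELG1 protein under genetic stress, flags genotoxic compounds. Cells were treated for 16 hr at 37 °C before ONE-Glo detection.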
# a7 integrin act: activates integrin-mediated alleviation for muscular dystrophy. alpha7betagal myoblasts, beta-gal FDG fluorescence, 48 h. Potency, µM (doses to about 38.3 µM), for inactives: at the top dose activation, most hits filed as activators. 0.064% of 350,000 active. AID 624291;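 also: potency is read from the fitted curve at half-maximal effect; 100% = response of the positive control SU9516; nearly all actives have a fitted effect of over 60% in size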
#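 Alpha7betagal+/- myoblasts (passage 13) were plated 16-24 hr, then exposed to compounds (1:260 dilution of DMSO stock) for 48 hours at 37C. After MPER lysis, β-galactosidase reporter activity was read as FDG fluorescence (ex 480/em 540) after 30 minutes.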
# p53 reactivation: re-activators of mutant p53; H1299 p53-A138V BP100-luciferase reporter, luminescence, 24 h; 0.063% of 320,000 active; Potency, µM (doses to about 92.2 µM), without a hit: top-dose activity change, positive = activation, hits mostly activators; also: potency is read from the fitted curve at half-maximal effect; % of control where 0% means no effect; nearly all actives have a fitted effect of over 45% in size
#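 H1299 (p53-null), stable ts p53-A138V + BP100-Luc; 1000 cells/well, Opti-MEM/10% FBS; cpd 4 pt, 1:5; 24 h, 37 deg C, 5% CO2; detection reagent 10 min RT; luminescence.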
# USP2a inh: inhibitors of human ubiquitin-specific protease USP2a; USP2 core, Ub-CHOP2 coupled fluorogenic reporter, 485/531; O75604; AID 463254; Potency, µM (highest dose often 38.3 µM), for inactives: at the top dose activity change, negative = inhibition, hits mostly inhibitors; 0.01% of 330,000 active;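 also: potency is read from the fitted curve at half-maximal effect; plate controls were DMSO wells for no effect and full inhibition by NEM control for full effect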
#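 Cell-free coupled assay: 10nM USP2 core preincubated 30min RT with compound in Tris-HCl pH 8.0/CaCl2/CHAPS buffer, then 25nM Ub-CHOP2 and 25nM reporter substrate; fluorescence (Ex 485/Em 531) read after 60min RT, normalized to NEM inhibition, concentration-response curves fitted.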
# Eya2 phos inh: blocks the phosphatase activity of human Eya2 | recombinant Eya2, OMFP fluorescence dephosphorylation (OMFP is methylfluorescein phosphate) | Potency, µM (doses to about 76.9 µM), for inactives: at the highest dose activity, negative = inhibition, actives largely listed as inhibitors | 0.006% of 330,000 active | AID 488837; also: potency is read from the fitted curve at half-maximal effect; % is scaled to controls: 0 for no effect and ±100 for the full control effect
# Target sequence (O00167 whole entry, looked up): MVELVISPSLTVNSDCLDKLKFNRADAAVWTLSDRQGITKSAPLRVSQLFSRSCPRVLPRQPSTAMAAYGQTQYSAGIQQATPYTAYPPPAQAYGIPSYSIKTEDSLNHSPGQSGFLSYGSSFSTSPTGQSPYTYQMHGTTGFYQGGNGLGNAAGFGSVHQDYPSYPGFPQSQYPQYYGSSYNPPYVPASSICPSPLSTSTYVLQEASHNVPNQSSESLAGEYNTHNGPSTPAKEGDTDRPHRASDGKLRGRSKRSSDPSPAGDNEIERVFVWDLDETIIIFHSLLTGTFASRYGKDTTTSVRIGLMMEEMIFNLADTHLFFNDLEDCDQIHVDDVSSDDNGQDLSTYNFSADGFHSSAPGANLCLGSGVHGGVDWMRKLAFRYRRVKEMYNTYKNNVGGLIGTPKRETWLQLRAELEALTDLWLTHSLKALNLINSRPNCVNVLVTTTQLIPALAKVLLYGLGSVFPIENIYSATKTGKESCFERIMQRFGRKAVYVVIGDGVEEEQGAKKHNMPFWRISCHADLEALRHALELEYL
#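 Eya2 protein (added as 0.2 uM solution) was preincubated with compound for 10 min at ambient temperature in 50 mM HEPES pH 7.5, 50 mM NaCl, 5 uM MgCl2, 0.05% BSA, 1 mM DTT. OMFP (added at 50 uM) then reacted 10 min; fluorescence read at 485/525 nm.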
# BRCA1 expr act: increases BRCA1 expression; Potency, µM (doses to about 46.1 µM), for inactives: at the highest dose activation, hits mostly activators; 1.1% of 380,000 active; AID 624202; MCF7-BRCA1-FFLuc reporter, luminescence, 48 h; response scale: scaled: vehicle 0%, 10 µM genistein 100%; also: potency is read from the fitted curve at half-maximal effect; nearly all actives have a fitted effect of over 80% in size; some results filed as inactive show a strong effect at the top dose
#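 Using MCF7 cells harboring a BRCA1 firefly luciferase reporter, plated 2 h before compound pinning, the screen measured luminescence after 48 h incubation. Responses were normalized to DMSO and 10 microM genistein, then fitted for concentration-effect.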
# ASM inhibitor: inhibitors of human secretory acid sphingomyelinase | placental ASM, HMU-PC fluorogenic substrate, 60 min | 0.006% of 340,000 active | AID 504937 | Potency, µM (series often up to 57.5 µM), for the others: at the highest dose activity change, negative = inhibition, most hits filed as inhibitors; also: potency is read from the fitted curve at half-maximal effect
#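 Fluorescence read-out (Ex 386 nm, Em 447 nm) after stopping the reaction at pH 10. Enzyme: ASM from human placenta; substrate HMU-PC0, 9 uM final; 60 min, 37 °C. Compound preincubation 10 min, ambient temperature.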
# TSG101-PTAP inh: blocks PTAP/TSG101 interaction to inhibit HIV-1 budding; Q99816; Fluorescence polarization, FITC-PTAP peptide / Tsg101 binding; Potency, µM (titrated, usually from 115 µM), for the others: at the highest dose activity change, negative = inhibition, usual class: inhibitors; 340,000 tested, under 10 active; AID 493005; active = well fitted inhibition curve with a large enough effect in the main read-out, with a control signal flat, not every such curve was filed as active; inconclusive = small, poorly fitted or top-dose-only effect, or effect the other way, or a change in a side signal; inactive = no such curve, though single readings can be large or run the other way; also: potency is read from the fitted curve at half-maximal effect; % of control where 0% means no effect
#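 Tsg101 binding domain (10 uM final) was mixed with compound and a FITC-labeled PTAP peptide (50 nM final) in HEPES pH 7.5 buffer with NaCl, Tween 20, EDTA and TCEP; fluorescence polarization was read after 20 min at r.t.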
# TRPV1 agonist: agonists of human vanilloid receptor 1 (TRPV1) | Q8NER1 | TRPV1-expressing cells, Fluo-8 calcium influx, agonist mode | activation, % at 8.33 µM | 0.19% of 320,000 active | AID 540275; in the data active = activation above about 80%; inconclusive = between about 30% and that limit; also: 0% is about no effect
#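 TRPV1-expressing cells were cultured overnight at 35.5C and loaded with Fluo-8 calcium dye for 40 to 90 min at room temperature. After a 10 s baseline, compound was added and calcium influx was read kinetically for 3 min (ex 480/em 520 nm).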
# uPA generation: cell surface uPA generation inhibition | cell surface uPA generation assay, qHTS | Potency, µM (titrated, usually from 38.3 µM), inactives show at the highest dose activity change, negative = inhibition, actives largely listed as inhibitors | 0.31% of 330,000 active | AID 540303; active = well fitted inhibition curve with a large enough effect; inconclusive = small, poorly fitted or top-dose-only effect; inactive = no such curve, though single readings can be large or run the other way; tested in mouse RAW 264.7 cells; also: potency is read from the fitted curve at half-maximal effect; % is scaled to controls: 0 for no effect and ±100 for the full control effect; nearly all actives have a fitted effect of over 55% in size
# * = called active by the depositor; i = inactive; ? = inconclusive; / = no result given; [ ] = remark or other dose. Unless noted, calls follow the shape of the dose curve; as a rule, active = well fitted curve in the direction sought with a large enough effect; inconclusive = small, poorly fitted or top-dose-only effect, or another doubt; inactive = no such curve, though single readings can be large; an effect the other way counts as inactive or inconclusive.
SMILES	B2AR arrestin	ELG1 genotox	a7 integrin act	p53 reactivation	USP2a inh	Eya2 phos inh	BRCA1 expr act	ASM inhibitor	TSG101-PTAP inh	TRPV1 agonist	uPA generation
CCCCn1c(N)c(N(CCOC)C(=O)c2cccc(S(=O)(=O)N3CCCCCC3)c2)c(=O)[nH]c1=O	-0.2%	1%	11%	3%	0%	7%	-7%	8%	-1%	1	4%
COCCN(C(=O)COC(=O)/C=C/c1ccccc1Cl)c1c(N)n(Cc2ccccc2)c(=O)[nH]c1=O	0.3%	1%	-44%	3%	-1%	-19%	-16%	1%	0%	6	-28%
O=C(CCCN1C(=O)/C(=C\c2ccccc2)SC1=S)Nc1ccc(O)cc1C(=O)O	0.3%	0%	-17%	24%	1%	-4%	-10%	1%	4%	-2	-3%
O=C(Cn1ccc(C(F)(F)F)n1)NNC(=O)c1cccnc1	0.3%	-1%	16%	-3%	3%	-11%	-2%	2%	-4%	1	0%
Cc1cccc(S(=O)(=O)NCCc2ccccc2)c1	-0.1%	-3%	14%	2%	4%	2%	-8%	3%	1%	3	/
Cc1csc(SCC(=O)c2cc(C)n(Cc3cccs3)c2C)n1	0.2%	?	-39%	6%	-7%	4%	?	-2%	-1%	?	-16%
COc1ccc(S(=O)(=O)N(Cc2ccco2)Cc2cc3ccccc3[nH]c2=O)cc1	-1.1%	-9%	13%	-1%	1%	5%	-8%	2%	2%	5	-7%
OCC[C@H]1C[C@@H](O)[C@H](O)[C@]2(CCCCO2)O1	4.6%	4%	9%	-3%	1%	-5%	0%	4%	-3%	0	-6%
COCCNC(=S)N/N=C(\C)c1ccc(C)c([N+](=O)[O-])c1	-0.5%	0%	2%	-8%	0%	4%	-23%	-5%	-7%	4	3%
CCOC(=O)C(C)Oc1ccccc1C1NC(=O)NC(C)=C1C(=O)Nc1ccc(C)c(C)c1 (stereo unspecified)	0.2%	1%	-8%	-22%	-3%	6%	-2%	1%	-6%	13	/
Oc1c(Cl)cc(Cl)cc1C=Nc1cc(C(F)(F)F)ccc1N1CCc2ccccc2C1	-1.8%	?	4%	?	-10%	-22%	15%	0%	-5%	-6	6%
COc1ccc(N2CCN(C(=O)CNC(=O)c3ccccc3Cl)CC2)cc1	0.4%	-7%	12%	2%	1%	-5%	-2%	-3%	-2%	-2	0%
Cc1ccc(-c2nn(-c3ccccc3)cc2CN(C)C(=O)CCC(=O)O)cc1C	0.2%	12%	-3%	0%	2%	-8%	-2%	1%	2%	1	-5%
COc1cccc(NC(=O)c2ccccc2N2C(=O)C3C4C=CC(C4)C3C2=O)c1 (stereo unspecified)	-0.1%	6%	2%	14%	-5%	-8%	7%	0%	-3%	-6	4%
Cc1cc(NC(=O)CSc2nnc(-c3ccccc3)c(-c3ccccc3)n2)no1	0.2%	-5%	-18%	-4%	1%	4%	-21%	-2%	2%	7	-4%
CCC(=O)NCCc1nc2cc(NC(=O)c3ccc(OC)cc3)ccc2n1C	0.0%	8.9µM*	0%	?	1%	2%	65%	0%	-1%	-2	-13%
O=C(O)Cn1c(SCCOc2ccccc2F)nc2ccccc21	0.0%	2%	22%	1%	4%	4%	-29%	4%	-4%	1	4%
CCC(C)NC(=O)c1ccccc1NC(=O)c1ccccc1N(C)S(C)(=O)=O (stereo unspecified)	-1.1%	2%	18%	-8%	2%	-18%	15%	1%	0%	-3	8%
C[C@H]1CC[C@@]2(O[C@H](CCO)C[C@@H](O)[C@@H]2O)O1	-0.2%	8%	14%	-1%	2%	3%	5%	-3%	0%	2	4%
CCOC(=O)c1[nH]c2ccc(OC)cc2c1NC(=O)NC(C)C	-1.1%	0%	12%	-1%	5%	0%	0%	62%[activator]	1%	2	-4%
CC1(CC(=O)N/N=C/c2cc(Br)c(O)cc2O)OCCO1	0.3%	-6%	9%	7%	0%	-19%	-4%	166%[activator]	-4%	0	-29%
CCN(CC)c1ccc2c(C)c(CN3CCOCC3)c(=O)oc2c1	0.1%	2%	-22%	37%	-5%	16%	1%	i	-4%	9	0%
Cc1cc([N+](=O)[O-])nn1CC(=O)NCc1nc2ccccc2[nH]1	0.0%	3%	-8%	-6%	7%	-4%	-2%	-1%	-3%	-2	0%
O=C(c1ccc(Cl)cc1)N1CCN(CCOc2ccccc2)CC1	0.0%	-14%	11%	-2%	1%	-2%	-13%	2%	-5%	8	-7%
COc1ccccc1-c1nc(-c2ccc(C)nc2OC)no1	-0.1%	8.2µM*	2%	?	1%	-17%	?	5%	-7%	3	-3%
Cc1ccc(CCNC(=O)CN2CCN(Cc3ccccc3F)C2=O)cc1	-0.1%	-10%	-14%	0%	-5%	-16%	0%	2%	-6%	14	3%
COc1ccc(S(=O)(=O)N2CCCCCC2)cc1NC(=O)Cc1ccc(OC)c(OC)c1	-0.4%	-2%	8%	3%	-3%	-9%	-32%	-2%	0%	/	-9%
NNC(=O)CCn1c2ccccc2c2ccccc21	-0.2%	/	-24%	/	-2%	6%	-47%	1%	-7%	6	-16%
CC(C)(C)CN1CCN(Cc2cc3ccccc3[nH]2)CC1CCO (stereo unspecified)	-0.1%	-4%	0%	-5%	4%	-1%	-10%	10%	-6%	-3	3%
Cc1ccc2c(COC(=O)c3ccccc3Br)cc(=O)oc2c1	-0.8%	15µM*	-13%	?	0%	3%	79%	-3%	-1%	?	3%
FC(F)(F)c1cccc(-n2cc(-c3ccccc3)[nH]c2=S)c1	-0.8%	-4%	18%	3%	1%	-1%	-27%	-3%	-2%	15	-7%
CCC1(C)Cc2nc(Cl)c(C#N)cc2CO1 (stereo unspecified)	0.5%	3%	-27%	-4%	0%	-7%	-2%	1%	-4%	-1	12%
O=c1[nH]c(CN2CCN(S(=O)(=O)c3ccc4c(c3)OCCO4)CC2)nc2sc3c(c12)CCCC3	3.7%	0%	-19%	-16%	1%	1%	-27%	-4%	2%	0	3%
Cc1cc(OCC(=O)NCCCN2CCCC2=O)c2c(C)c(C)c(=O)oc2c1	-0.9%	10%	-7%	-6%	2%	-7%	-43%	-1%	-2%	-2	-1%
CC(=O)/C=C(\C)NCCNc1c(F)c(F)c(CO)c(F)c1F	-0.6%	2%	-15%	-4%	1%	-6%	11%	3%	-1%	0	1%
CC(C)CN(C(=O)c1nn(C)c(=O)c2ccccc12)c1nc2ccccc2s1	-0.2%	5%	11%	3%	3%	10%	49%	-12%	-4%	-1	-5%
CCOC(=O)C1(Cc2ccccc2)C(=O)Nc2ccccc21 (stereo unspecified)	/	/	?	/	/	/	-20%	2%	-5%	/	2%
COc1ccc(CN2CCNC(=O)C2CC(=O)NCCC2=CCCCC2)c(F)c1 (stereo unspecified)	-0.3%	13%	-11%	5%	2%	-1%	-10%	0%	-2%	2	0%
Cc1cc(C)cc(OCc2nc3ncc(Br)cc3[nH]2)c1	/	/	3%	/	/	/	-51%	3%	1%	/	-11%
O=C(CCCc1nc(-c2ccccc2Cl)no1)NCc1cccnc1	-0.8%	1%	-23%	-2%	4%	-8%	10%	1%	0%	?	4%
O=C(Cc1ccc(Br)cc1)OCC(=O)c1ccc[nH]1	-1.1%	-2%	-10%	7%	2%	-7%	-7%	-1%	0%	/	4%
Cc1ccc(/C=N/n2c(COc3ccccc3)n[nH]c2=S)o1	-0.1%	-5%	-24%	9%	3%	5%	-1%	-1%	-1%	28	-1%
CCOc1ccc(C(=O)C2CCN(CC(=O)Nc3nccs3)CC2)cc1	-0.1%	-14%	0%	-5%	1%	-4%	-12%	0%	-5%	3	1%
Cc1ccc(NS(=O)(=O)c2cc(C(=O)NCCSc3ccc(C)cc3)ccc2C)cc1	0.2%	-12%	-34%	-4%	-12%	-1%	-55%	-23%	-1%	-6	?
Cc1cc(-n2ccc(=O)[nH]c2=O)nc(-c2ccccc2)n1	-0.1%	2%	-2%	-5%	4%	13%	-28%	-9%	-2%	6	-2%
S=C(NN=C1CCN(Cc2ccccc2)CC1)NC1CCCCC1	?	-4%	-10%	4%	2%	12%	1%	0%	0%	20	-1%
CC(C)=CC(=O)OCC(=O)Nc1ccc(SC(F)F)cc1	0.3%	-5%	15%	3%	0%	-5%	2%	-3%	-3%	?	6%

# Assay outcomes: PubChem BioAssay, National Center for Advancing Translational Sciences (NCATS)
